Source: PubChem BioAssay (Sanford-Burnham Center for Chemical Genomics)
A3G deaminase = APOBEC3G (human) deaminase inhibition; actives 0.28% (n = 330,000); recombinant A3G, ssDNA deamination FAM/TAMRA fluorescence; inhibition, % at 20 µM; Q9HC16; AID 493012;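 active means inhibition of at least 40% at 20 µM, with no more than 30% in the related APOBEC3A deaminase screen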;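 further: plate controls were DMSO wells with A3G for no effect and wells lacking A3G enzyme for full effect; some compounds called inactive have numbers as strong as hits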
Target sequence (Q9HC16 whole entry, looked up): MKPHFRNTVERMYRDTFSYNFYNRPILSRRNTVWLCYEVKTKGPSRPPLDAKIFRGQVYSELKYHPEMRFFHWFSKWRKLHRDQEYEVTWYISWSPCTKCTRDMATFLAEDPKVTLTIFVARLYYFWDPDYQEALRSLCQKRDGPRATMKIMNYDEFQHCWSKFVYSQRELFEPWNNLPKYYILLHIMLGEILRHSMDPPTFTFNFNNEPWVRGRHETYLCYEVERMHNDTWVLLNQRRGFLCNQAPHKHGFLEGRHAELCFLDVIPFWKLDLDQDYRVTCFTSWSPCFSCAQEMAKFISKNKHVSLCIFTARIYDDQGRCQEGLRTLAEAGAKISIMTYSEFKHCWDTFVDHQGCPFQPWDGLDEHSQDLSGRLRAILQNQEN
hIAP inh = blocks human intestinal alkaline phosphatase | P09923 | inhibition, % at 10 µM | AID 2544 | purified IAP, CDP-Star luminescence, 30 min | actives 0.12% (n = 330,000);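 active means inhibition reaching a set limit with compound at 10 µM in the primary screen, cut at about 35% in these data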;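 further: plate controls were DMSO wells with enzyme for no effect and no-enzyme buffer wells for full effect; values of inactives mirror those of a sister screen read the other way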
Target sequence (P09923 whole entry, looked up): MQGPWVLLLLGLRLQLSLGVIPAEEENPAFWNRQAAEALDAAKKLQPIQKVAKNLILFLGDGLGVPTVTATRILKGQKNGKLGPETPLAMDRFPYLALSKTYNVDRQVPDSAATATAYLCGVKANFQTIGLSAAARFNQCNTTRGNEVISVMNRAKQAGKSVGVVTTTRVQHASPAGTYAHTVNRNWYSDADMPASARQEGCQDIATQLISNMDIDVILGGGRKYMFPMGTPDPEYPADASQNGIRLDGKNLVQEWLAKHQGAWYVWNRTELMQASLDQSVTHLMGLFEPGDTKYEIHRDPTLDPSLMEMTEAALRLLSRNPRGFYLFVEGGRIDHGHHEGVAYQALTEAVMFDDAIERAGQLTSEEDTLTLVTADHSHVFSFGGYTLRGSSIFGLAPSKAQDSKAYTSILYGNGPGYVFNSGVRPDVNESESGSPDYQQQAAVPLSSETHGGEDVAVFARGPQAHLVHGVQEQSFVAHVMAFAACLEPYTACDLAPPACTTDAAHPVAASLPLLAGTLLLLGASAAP
MPTP inh = inhibitors of mitochondrial permeability transition pore; inhibition, % at 10 µM; actives 1.4% (n = 360,000); AID 602449; isolated mouse mitochondria, Ca2+ swelling absorbance, 30 min;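 active means inhibition of 50% or more, scaled per plate between neutral and stimulator controls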;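 further: 0% = DMSO wells given calcium and 100% = 1 mM EGTA wells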
mIAP act = mouse IAP activation | actives 0.24% (n = 330,000) | AID 2805 | muIAP, CDP-Star luminescence, 30 min; hits give high values; 1 = vehicle-only enzyme signal, 0 = enzyme-free wells | activation factor at 10 µM;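 active means activation factor of at least 2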; further: the source names both 10 and 20 µM as test concentration; values of inactives mirror those of a sister screen read the other way
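also added = chemiluminescent substrate CDP-Star | test system = mouse IAP enzyme | signal = chemiluminescence readout | compound = DMSO-dissolved test compounds | incubation = 30 min at room temperature | benchmarks = DMSO wells, no-enzyme wells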
mIAP block = blocks mouse intestinal alkaline phosphatase; purified mouse IAP, CDP-Star luminescence, 30 min; inhibition, % at 10 µM; actives 0.2% (n = 330,000);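 active means inhibition of at least 40% at 10 µM in the primary screen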;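 further: plate controls were DMSO with enzyme for no effect and no enzyme wells for full effect; values of inactives mirror those of a sister screen read the other way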
A3A deaminase = human APOBEC3A DNA deaminase inhibition; P31941; recombinant A3A, FAM/TAMRA ssDNA deamination fluorescence; inhibition, % at 20 µM; actives 0.41% (n = 330,000); AID 493011;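 active means at least 40% inhibition at 20 µM here, with at most 30% in a related deaminase screen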;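 further: plate controls were A3A with DMSO for no effect and wells lacking A3A enzyme for full effect; some results filed as inactive read as strong as hits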
NR3A LBD binder = modulators (binders) of human NR3A ligand-binding domain; NR3A LBD differential scanning fluorimetry, Tm shift; 0% = protein alone, 100% = glycine-bound protein; Tm shift relative to glycine control, % at 25 µM; actives 2.5% (n = 340,000);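 active means melting temperature shift of at least 10% of the positive control shift, at one fixed dose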
MIN6 prolif = MIN6 beta-cell proliferation induction | MIN6 cells proliferation, ATPlite luminescence, 48 h; cells starved in 0.2% serum; 100% = growth in 10% serum | proliferation, % at 10 µM | actives 0.29% (n = 330,000) | AID 2380;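 active means compounds whose signal lies at least 3.5 SD above the mean of all wells on their plate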;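 further: 0% = DMSO-treated cells in low-serum medium and 100% = 10% serum control; some compounds called inactive have numbers as strong as hits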
hIAP activ = increases human intestinal alkaline phosphatase activity. AID 2524. purified human IAP, CDP-Star luminescence, 30 min; hits give high values; 1 = vehicle-only enzyme, 0 = enzyme-free background. activation factor at 10 µM. actives 0.16% (n = 330,000);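 active means activation factor of the enzyme at least 2-fold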; further: the source names both 10 and 20 µM as test concentration; values of inactives mirror those of a sister screen read the other way
* hit, by the source's call; . = not tested or not shown.

1) COc1ccccc1N=Nc1c(C)noc1C
2) CN(C)/C=C1\C(=O)N(c2ccc(F)cc2F)C(c2cccnc2)S1(=O)=O (centres undefined)
3) COc1ccc(CCN2CC(C(=O)Nc3cc(S(C)(=O)=O)ccc3Cl)CC2=O)cc1OC (centres undefined)
4) O=C(OCc1nnc(-c2ccccc2)o1)c1cc(Cl)ccc1[N+](=O)[O-]
5) Cc1ccccc1N(CC(=O)Nc1ccccc1C(=O)NCc1ccco1)S(=O)(=O)c1ccccc1
6) CCC(C)(C)NC(=O)C(c1ccc(OC)cc1)N(C(=O)CCC(=O)Nc1cc(C)on1)c1cccc(OC)c1 (centres undefined)
7) O=C(CSc1nnc(-c2ccccc2F)n1C1CC1)NC(=O)c1cccc([N+](=O)[O-])c1
8) CC(NC(=S)NC1CCCCC1)c1ccc(C(C)(C)C)cc1 (centres undefined)
assay / compound,1,2,3,4,5,6,7,8
A3G deaminase,-3,0,-4,6,-9,-4,-7,-2
hIAP inh,9,17,-19,7,-10,5,-8,-133
MPTP inh,0.5,-1.6,1.1,-0.2,1.3,-0.5,2.1,53*
mIAP act,0.96,0.99,1,0.98,1,1.1,1.1,5.3*
mIAP block,4,1,-3,2,0,-5,-9,-431
A3A deaminase,0,-3,-1,4,0,-3,-2,-1
NR3A LBD binder,3,-2,-1,-2,2,0,0,4
MIN6 prolif,2,-2,0,-5,0,-3,-4,-7
hIAP activ,0.91,0.83,1.2,0.93,1.1,0.95,1.1,2.3*

Entries above shown as hits in mIAP act.
| No. | Molecule | A3G deaminase | hIAP inh | MPTP inh | mIAP act | mIAP block | A3A deaminase | NR3A LBD binder | hIAP activ |
| --- | --- | --- | --- | --- | --- | --- | --- | --- | --- |
| 8 | CC(NC(=S)NC1CCCCC1)c1ccc(C(C)(C)C)cc1 (centres undefined) | -2 | -133 | 53* | 5.3* | -431 | -1 | 4 | 2.3* |

Further compounds.
9) CCOc1ccc(-n2ccnc2SCC(=O)Nc2cc(C)on2)cc1
10) COc1ccc(Cn2c(C3CCCCC3)nc3c(c(=O)c4ccccc4n3C)c2=O)cc1
11) COc1cc(-n2nc(C)c3c2OC(N)=C(C#N)C3c2ccccc2)c(Cl)c(Br)c1O (centres undefined)
12) COc1ccc(NC(=O)CN(C)S(=O)(=O)c2ccccc2)cc1
13) CCn1c(=N)c(S(=O)(=O)c2ccc(Cl)cc2)cc2c(=O)n3ccccc3nc21
14) O=C1c2ccccc2C(=O)C1Cc1cccc2ccccc12
15) CC(C)Cn1c(-c2ccco2)csc1=Nc1cccnc1
16) Cc1cccc(-n2nc([N+](=O)[O-])c(=NC3CCN(Cc4ccccc4)CC3)n2O)c1
assay / compound,9,10,11,12,13,14,15,16
A3G deaminase,-1,-8,3,0,-6,-3,3,1
hIAP inh,-4,-10,-6,-13,1,3,-15,22
MPTP inh,1.9,.,9.4,-0.2,.,1.9,-0.4,0.1
mIAP act,0.98,1.1,0.81,1,0.85,0.96,1,0.88
mIAP block,2,-7,19,-3,15,4,0,12
A3A deaminase,2,-3,0,5,-1,1,2,5
NR3A LBD binder,1,-4,0,0,.,-3,-2,-2
MIN6 prolif,-3,-4,-2,1,4,-1,-1,-6
hIAP activ,1,1.1,1.1,1.1,0.99,0.97,1.1,0.78

17) CC1CC(C)CN(C(=O)CNS(=O)(=O)c2cccs2)C1 (centres undefined)
18) CCn1cc(/C=N/NC(=O)c2ccc3c(c2)OCO3)cn1
19) COC(=O)[C@H](CC(C)C)NS(=O)(=O)N[C@@H](CC(C)C)C(=O)OC
20) CC1CCN(C(=O)COC(=O)c2ccc3ccccc3n2)CC1
21) COc1cccc(CNCCN2CCOCC2)c1OC
22) CCN(CC)S(=O)(=O)c1ccc(S(=O)(=O)Nc2cc3c(cc2C(C)=O)OCO3)cc1
23) CCCCN(CCCNc1ncnc2nc[nH]c12)c1ccccc1
24) O=C(NC(CC(=O)N1CCN(c2ccc([N+](=O)[O-])cc2)CC1)c1ccccc1)c1ccccc1Cl (centres undefined)
assay / compound,17,18,19,20,21,22,23,24
A3G deaminase,-9,-8,-2,-7,-2,-5,-7,5
hIAP inh,13,-10,-6,5,12,16,-83,-4
MPTP inh,-0.7,5.1,-0.5,0.7,-0.4,2.0,0.6,3.1
mIAP act,0.98,1.2,0.94,1,0.94,0.99,0.98,0.83
mIAP block,2,-16,6,-5,6,1,2,17
A3A deaminase,-2,-4,-1,-3,-3,-3,-6,-2
NR3A LBD binder,2,-1,0,0,-1,1,-4,0
MIN6 prolif,0,0,0,-2,0,1,-3,-4
hIAP activ,0.87,1.1,1.1,0.95,0.88,0.84,1.8,1

25) C=C1/C(=C\C=C2/CCC[C@]3(C)[C@@H]([C@H](C)/C=C/[C@@H](O)C4CC4)CC[C@@H]23)C[C@@H](O)C[C@@H]1O
26) O=C(c1cccs1)N1CCN(c2nc3c(F)cc(F)cc3s2)CC1
27) COCCCNC(=O)C[C@H]1C[C@H](C(=O)N2CCCCC2)[C@@]2(CCc3ccccc3)c3[nH]c4cc(-c5ccco5)ccc4c3CCN2C1=O
28) O=C1CC(C(=O)N2CCOCC2)C2(CCCC2)O1 (centres undefined)
29) Cc1c(S(=O)(=O)N2CCOCC2)c(=O)n(C)c(=O)n1C
30) N/C(=N\OC(=O)c1cccc(Br)c1)c1ccc(Br)cc1
31) CCCn1nc2cc(C(=O)N(CC)c3ccc(OC)cc3)ccc2c1OCC
32) COc1cc(O)c2c(c1)OC(C)(C)CC2=O
assay / compound,25,26,27,28,29,30,31,32
A3G deaminase,-4,-6,4,-4,-7,-3,-1,-6
hIAP inh,-8,17,.,3,-4,2,0,-3
MPTP inh,.,-1.3,0.5,12,-0.3,-0.6,-2.5,1.1
mIAP act,1,0.97,1.1,0.92,1.1,0.87,1.1,1
mIAP block,-3,3,-10,8,-6,13,-6,-2
A3A deaminase,-5,0,4,1,-5,-1,2,-4
NR3A LBD binder,.,1,-1,2,0,23*,-2,1
MIN6 prolif,-8,2,.,1,-2,-4,3,-1
hIAP activ,1.1,0.83,.,0.97,1,0.98,1,1

Random excerpt: two records from the list.
27) COCCCNC(=O)C[C@H]1C[C@H](C(=O)N2CCCCC2)[C@@]2(CCc3ccccc3)c3[nH]c4cc(-c5ccco5)ccc4c3CCN2C1=O
29) Cc1c(S(=O)(=O)N2CCOCC2)c(=O)n(C)c(=O)n1C
assay / compound,27,29
A3G deaminase,4,-7
hIAP inh,.,-4
MPTP inh,0.5,-0.3
mIAP act,1.1,1.1
mIAP block,-10,-6
A3A deaminase,4,-5
NR3A LBD binder,-1,0
MIN6 prolif,.,-2
hIAP activ,.,1

The results go on:
33) CN(C)CCCNC(=S)N(CCN(C)C)Cc1cc2cc3c(cc2[nH]c1=O)OCCO3
34) COc1ccccc1Nc1c2c(nc3ccc(N)cc13)CCCC2
35) CCN(CC)C(=S)NC(=O)c1ccc(OC)c(Br)c1
36) Oc1ccc(C2=NN(c3ccccc3)C(c3ccc(F)cc3)C2)cc1 (centres undefined)
37) COc1ccc(-n2nnnc2SCC(=O)Nc2cccc(C)n2)cc1OC
38) C/C(=N/OC(=O)c1ccc(F)cc1)c1ccc(C)cc1
39) COc1cc(NC(=S)NCCC(c2ccccc2)c2ccccc2)cc(OC)c1
40) Cc1cc(N/N=C/c2ccc(N(C)C)cc2)c2ccccc2n1
assay / compound,33,34,35,36,37,38,39,40
A3G deaminase,-12,-3,-12,-4,-5,-2,-5,-3
hIAP inh,5,17,-2,-4,-9,11,14,2
MPTP inh,-1.2,3.4,-1.3,1.7,0.7,0.1,78*,-0.8
mIAP act,1,0.97,0.96,1.1,1,0.92,5.1*,1.1
mIAP block,0,3,4,-14,0,8,-413,-6
A3A deaminase,-6,-2,-2,3,-1,2,-3,-6
NR3A LBD binder,-1,-2,-1,21*,-1,6,-3,-5
MIN6 prolif,3,-5,0,-5,4,-1,-6,-3
hIAP activ,0.95,0.83,1,1,1.1,0.89,0.85,0.98

Along the list, from the results shown.
Nos. 25 to 30 in hIAP inh read -8, 17, ., 3, -4, 2
Nos. 25 to 30 in MIN6 prolif read -8, 2, ., 1, -2, -4
Nos. 25 to 30 in NR3A LBD binder read ., 1, -1, 2, 0, 23*

Additional structures follow.
41) CCN(CC(=O)Nc1ccccc1OC)Cc1csc(CC(=O)Nc2ccc(C)cc2)n1
42) COc1ccc(OCCCn2cccc2/C=C2/C(=N)N3OC(C)=CC3=NC2=O)cc1
43) CCOc1ccc(-c2cc(C(=O)N3CCCC3)c3ccccc3n2)cc1
44) Cc1cc(N2CCN(C(=O)Nc3ccc(F)cc3F)CC2)c2ccccc2n1
45) CCOC(=O)c1ccc(NCCc2ccc(OC)c(OC)c2)c(N)c1
46) COC(=O)c1ccn(-c2nc(-c3ccco3)cc(C(F)(F)F)n2)n1
47) COCCN1C(=O)c2ccc(C(=O)NCc3cccnc3)cc2C1=O
48) COc1ncnc2c1oc1ccccc12
assay / compound,41,42,43,44,45,46,47,48
A3G deaminase,-7,-9,-7,-2,-5,-3,-8,-10
hIAP inh,-25,9,-20,2,-31,-5,0,2
MPTP inh,0.5,6.3,-0.6,-0.4,1.5,1.3,-0.8,-0.6
mIAP act,1.1,0.88,0.94,1.1,0.99,0.92,1,0.89
mIAP block,-6,12,6,-5,1,8,-2,11
A3A deaminase,-2,0,-3,0,-5,-4,-6,-4
NR3A LBD binder,1,0,0,-2,4,-2,1,0
MIN6 prolif,-5,0,-5,2,-3,1,-2,2
hIAP activ,1.2,0.91,1.2,0.98,1.3,1,1,0.98

49) O=C(C1CCN(CCCc2ccccc2)CC1)N1CCCCC1
50) COc1nccc(NCc2ccccc2)c1C#N
51) C#CCOCCOCCOCCNc1nc(N2CCN(C(=O)CCCCCCCCCCNC(=O)[C@@H](CCSC)n3cc(CCO)nn3)CC2)nc(N2CCN(C(=O)CCCCCCCCCCNC(=O)[C@H](CCC(=O)O)n3cc(CCCCCN)nn3)CC2)n1
52) O=C(O)c1cc(-c2ccccc2)n[nH]1
53) Cc1nc2ccccc2c2oc(C(=O)N3CCN(C(=O)c4ccco4)CC3)cc12
54) O=c1[nH]c2ccc(NC(=S)NC3CCCCC3)cc2[nH]1
55) O=C(CNC(=O)c1cccc(-n2cnnn2)c1)Nc1ccc(F)c(F)c1
56) CCN(CC)c1ccc(C=C2C(=O)OC3(CCCCC3)OC2=O)cc1
57) CC1CCN(S(=O)(=O)c2cc(C(=O)NC3(C)CCS(=O)(=O)C3)ccc2Br)CC1 (centres undefined)
58) COC(=O)c1ccc(CN2CCN(CCC(C)C)C(CCO)C2)cc1 (centres undefined)
59) CC1=CC(C)(C)[N+](C)(C)c2ccccc21
assay / compound,49,50,51,52,53,54,55,56,57,58,59
A3G deaminase,-5,-5,-1,-4,-6,-9,-7,-12,-7,-6,14
hIAP inh,5,-12,-19,7,4,-26,2,0,-3,-1,-9
MPTP inh,0.8,0.2,-3.6,-0.1,-2.3,-0.2,0.4,1.4,-0.3,2.2,0.1
mIAP act,1,1,1.3,1.1,0.94,1,1.1,0.84,1,1,1
mIAP block,-3,-3,-31,-7,6,-1,-11,16,-1,-2,0
A3A deaminase,-3,-2,2,-3,-1,-2,10,-4,-2,2,77*
NR3A LBD binder,1,0,-2,-1,0,1,-2,18*,-1,-1,1
MIN6 prolif,-2,0,-1,3,1,-2,-3,0,1,-2,0
hIAP activ,0.95,1.1,1.2,0.93,0.96,1.3,0.98,1,1,1,1.1

Compounds were not picked by outcome, and some 5% of all compounds hit somewhere here.
